RECQ1 helicase: inhibitors of human RECQ1 DNA helicase; P46063; RECQ1 DNA unwinding, red fluorescence kinetic read; Potency, µM (top dose mostly 57.3 µM), inactives show top-dose activity, negative = inhibition, hits mostly inhibitors; 0.54% of 240,000 active;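 further: plate controls were vehicle for no effect and no enzyme for full effect; nearly all actives have a fitted effect of over 30% in size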
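RECQ1T1 50 nM; forked duplex (20 bp + 30-nt ss tails) 200 nM, ATP 2 mM final; pH 8.0, 2 mM MgCl2, 2.5 ug/ml poly(dI-dC); 15 min compound preincubation; discontinuous kinetic read over 2 h at RT.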
TRb-SRC2 inh: TRbeta-SRC2 interaction inhibition; P10828; TRbeta-SRC2 peptide binding, fluorescence polarization; receptor liganded with 1 µM T3; Potency, µM (doses to about 106 µM), for the others: top-dose activity change, negative = inhibition, most hits filed as inhibitors; 0.065% of 280,000 active;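 further: plate controls were bound peptide for no effect and peptide without receptor for full effect; nearly all actives have a fitted effect of over 50% in size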
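Each compound concentration gave % activity, normalized to unbound and bound Texas Red SRC2 controls, from polarization read after 5 hr ambient incubation with T3-loaded human TRb LBD.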
Tau ThT inhib: tau fibrillization inhibition (ThT binding); P10636; recombinant tau K18 P301L, heparin-induced fibrillization, ThT fluorescence; Potency, µM (doses to about 57.4 µM), for the others: top-dose activity, negative = inhibition, most hits filed as inhibitors; 2.1% of 270,000 active; AID 1460; further: nearly all actives have a fitted effect of over 55% in size
Target sequence (P10636 561-689 P618L limits assumed): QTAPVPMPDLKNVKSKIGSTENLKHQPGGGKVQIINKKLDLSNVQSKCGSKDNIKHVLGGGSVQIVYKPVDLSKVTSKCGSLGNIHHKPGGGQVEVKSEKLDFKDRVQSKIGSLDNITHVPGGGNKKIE
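Fibril formation assay: tau K18 P301L at 15 uM with trace Alexa 594 label, heparin inducer 20 uM, pH 7 sodium acetate buffer, 37 C for 6 hr; endpoint ThT signal.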
GoLoco inh red: RGS12 GoLoco-Gai1 interaction inhibition; P63096; Gai1:RGS12 GoLoco peptide FP, rhodamine, 10 min; Potency, µM (top dose mostly 61.6 µM), for the others: at the highest dose activity, negative = inhibition, actives largely listed as inhibitors; 0.44% of 230,000 active; AID 880; active means well fitted inhibition curve with a large enough effect, not every such curve was filed as active; inactive means no such curve, though single readings can be large or run the other way; further: nearly all actives have a fitted effect of over 30% in size; many of its hits are not listed in these tables
Target sequence (P63096 whole entry, looked up): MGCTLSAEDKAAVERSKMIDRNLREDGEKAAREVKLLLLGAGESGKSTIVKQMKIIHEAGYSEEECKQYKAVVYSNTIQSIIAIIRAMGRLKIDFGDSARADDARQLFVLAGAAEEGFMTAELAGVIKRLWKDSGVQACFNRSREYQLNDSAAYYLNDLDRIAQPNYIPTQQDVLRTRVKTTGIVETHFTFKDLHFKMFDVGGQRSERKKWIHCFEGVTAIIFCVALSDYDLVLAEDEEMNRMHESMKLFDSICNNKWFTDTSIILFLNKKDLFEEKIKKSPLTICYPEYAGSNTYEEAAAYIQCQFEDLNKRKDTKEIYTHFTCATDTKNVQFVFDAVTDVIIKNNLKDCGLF
Tau fibril FP: blocks human tau fibril formation measured by polarization | K18 P301L tau heparin fibrillization, Alexa594 FP, 6 h | Potency, µM (titrated, usually from 57.7 µM), for the others: at the highest dose activity, negative = inhibition, usual class: inhibitors | 0.39% of 280,000 active; further: nearly all actives have a fitted effect of over 55% in size
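Heparin (20 uM) drove fibril formation of recombinant tau K18 P301L, 15 uM unlabeled with 0.24 uM Alexa 594 label, for 6 hr at 37 C in 100 mM sodium acetate pH 7. Fluorescence polarization (555/632 nm) read 1 hr after 30 uM ThT.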
L3MBTL1 block: inhibitors of human L3MBTL1; Q9Y468; AlphaScreen L3MBTL1–H3K9me1 peptide binding; Potency, µM (doses to about 57.1 µM), for the others: at the highest dose activity, negative = inhibition, hits mostly inhibitors; 0.66% of 230,000 active; further: nearly all actives have a fitted effect of over 60% in size
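L3MBTL1 (50 nM) pre-complexed 30 min with biotinylated H3(1-15)K9me1 peptide (75 nM), then compounds added for 30 min at room temperature; AlphaScreen streptavidin donor/nickel chelate acceptor beads (10 ug/mL final) read after 30 min dark incubation.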
KDM4E inh: blocks human JMJD2E demethylase activity; B2RXH2; JMJD2E catalytic domain, FDH-coupled NADH fluorescence (FDH is formaldehyde dehydrogenase); Potency, µM (highest dose often 57.1 µM), for inactives: at the highest dose activity change, negative = inhibition, hits mostly inhibitors; 1.6% of 230,000 active; active means well fitted inhibition curve with a large enough effect, not every such curve was filed as active; inconclusive means small, poorly fitted or top-dose-only effect, or another doubt; inactive means no such curve, though single readings can be large or run the other way;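 further: 0% = wells with enzyme and -100% = buffer wells without enzyme; nearly all actives have a fitted effect of over 50% in size; many of its hits are not listed in these tables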
Target sequence (B2RXH2 1-337 limits assumed): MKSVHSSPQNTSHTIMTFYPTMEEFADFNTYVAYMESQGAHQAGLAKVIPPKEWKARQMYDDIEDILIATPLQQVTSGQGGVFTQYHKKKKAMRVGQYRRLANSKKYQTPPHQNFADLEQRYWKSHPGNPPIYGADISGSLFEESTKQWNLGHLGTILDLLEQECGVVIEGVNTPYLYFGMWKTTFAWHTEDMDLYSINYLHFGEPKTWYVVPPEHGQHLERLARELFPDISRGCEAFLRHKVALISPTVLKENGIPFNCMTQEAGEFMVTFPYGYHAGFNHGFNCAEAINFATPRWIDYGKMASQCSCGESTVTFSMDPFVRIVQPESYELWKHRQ
TexasRed fluor: counter-screen for TRb-SRC2 inhibitors: fluorescence interference; TRb/SRC2 Texas Red total fluorescence interference; Potency, µM (titrated, usually from 106 µM), without a hit: at the top dose fluorescence change, negative = quenching; 0.29% of 280,000 active; active means well fitted curve in either direction with a large enough effect; inconclusive means small, poorly fitted or top-dose-only effect
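Human TRβ ligand-binding domain (0.6 uM) and Texas Red SRC2 peptide (20 nM) in Tris buffer with 1 uM T3 and 5% DMSO were incubated with pinned compound for 5 hr at ambient temperature. Total fluorescence was computed as S + 2P (555/632 nm).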
* marks the source's active call; other numbers are inactive results; i = inactive; u = inconclusive; x = not tested or not shown; & = joins results of further samples; [ ] = dose if it differs, or a comment. Unless noted, the call rests on the fitted dose curve; in most records, active means well fitted curve in the direction sought with a large enough effect; inconclusive means small, poorly fitted or top-dose-only effect, or another doubt; inactive means no such curve, though single readings can be large; an effect the other way counts as inactive or inconclusive. Unless noted, on the % scale 0 is the no-effect control and ±100 the full control effect; potency means the concentration at half of the fitted maximal effect. A portion of the library; rates above refer to the full screens.

Start of the data: the first two compounds as a preview:
Fields: RECQ1 helicase	TRb-SRC2 inh	Tau ThT inhib	GoLoco inh red	Tau fibril FP	L3MBTL1 block	KDM4E inh	TexasRed fluor
> CCC(=NCc1ccco1)c1c(O)n(-c2ccccc2C)c(=O)[nH]c1=O
    2%	1%	-10%	10%	5%	-6%	3%	1%
> COc1cc(N2CCOCC2)ccc1/C=C1\C(=O)NC(=O)N(Cc2cccs2)C1=O
    i	2%	u	137%[activator]	-1%	x	1%	3%

All compounds of this part, from the start:
Fields: RECQ1 helicase	TRb-SRC2 inh	Tau ThT inhib	GoLoco inh red	Tau fibril FP	L3MBTL1 block	KDM4E inh	TexasRed fluor
> CCC(=NCc1ccco1)c1c(O)n(-c2ccccc2C)c(=O)[nH]c1=O
    2%	1%	-10%	10%	5%	-6%	3%	1%
> COc1cc(N2CCOCC2)ccc1/C=C1\C(=O)NC(=O)N(Cc2cccs2)C1=O
    i	2%	u	137%[activator]	-1%	x	1%	3%
> O=c1ccc2cc(O[C@H]3OC(CO)C(O)C(O)C3O)c(O)cc2o1 (some centres not stated)
    -3%&16%	-3%&6%	0%&-15%	7%&-6%	-4%&-12%	x	u	0%&-3%
> CCN1C[C@@]2(COC)CC[C@H](O)[C@@]34[C@@H]2C[C@@H]([C@@H]13)[C@]1(O)C[C@@H](OC)C2C[C@H]4[C@H]1[C@H]2OC(C)=O
    i	2%[53 µM]	x	4%[21.6 µM]	x	x	7%[25.5 µM]	-1%[53 µM]
> C=C1[C@@H]2C[C@@]3([C@H]1O)[C@H]1C[C@@H]4[C@@]5(C)CC[C@H](O)[C@]4([C@H]1N(CC)C5)[C@H]3C[C@H]2O
    i	-6%[53 µM]	x	8%[21.6 µM]	x	x	-21%[25.5 µM]	-6%[53 µM]
> Cc1nn(Cc2ccccc2)c2c1C(c1ccco1)C(C#N)=C(N)O2 (configuration not stated)
    i	-8%	u	-8%	u	x	-7%	0%
> CC(=NCc1cccnc1)c1c(O)n(Cc2ccccc2)c(=O)[nH]c1=O
    i	-23%	-11%	26%	-2%	-6%	-10%	1%
> CCn1c(C)c(C(=O)O)c2cc(OC)ccc21
    -14%	-1%	-7%	5%	4%	-12%	u	2%
> N#CC1=C(N)Oc2n[nH]c(-c3cccs3)c2C1c1ccco1 (configuration not stated)
    32µM*	-19%	16µM*	237%[activator]	u	-16%	u	6%
> Cc1cccc(NC(=S)N2CC3CC(C2)c2cccc(=O)n2C3)c1C (configuration not stated)
    2%	5%	-6%	6%	3%	3%	-8%	7%
> CNP(=O)(Oc1ccccc1)OC12CC3CC(CC(C3)C1)C2 (configuration not stated)
    i	2%	-2%	-2%	4%	2%	9%	-2%
> CCn1c(C)[n+](CC)c2ccc(S(=O)(=O)NC)cc21
    13%	-14%	1%	18%	0%	0%	7.9µM*	-1%
> CC(C)CCNC(=O)c1cc(C(=O)c2cc(F)ccc2O)cn(CCC(C)C)c1=O
    -1%	-3%	-2%	11%	-10%	8%	11%	-1%
> NNC(N)=S
    -5%	2%	x	-6%	x	x	x	0%
> CCOC(=O)C1=C(N)OC2=C(C(=O)CC(C)(C)C2)C12C(=O)Nc1ccccc12 (configuration not stated)
    2%	5%	u	x	u	-2%	5%	4%
> CN1CC(C(=O)c2ccccc2)C(C(=O)c2ccccc2)C1 (configuration not stated)
    -14%	-9%	8%	-1%	-6%	14%	-6%	-3%
> C=CCn1c(O)c(C(C)=NCCCn2ccnc2)c(=O)[nH]c1=O
    -6%	7%	-3%	-8%	1%	1%	4%	-2%
> Cc1ccc(OCC(=O)N2CCN(CCc3ccncc3)CC2)cc1
    x	-1%	-6%	x	2%	x	x	-11%
> O=c1[nH]c(=S)[nH]c(O)c1N=Nc1cc2c(cc1[N+](=O)[O-])OCO2
    -2%	5%	13µM*	76%[activator]	2%	14%	-1%	0%
> CC(C)Sc1nnc([C@@H](N)Cc2c[nH]c3ccccc23)o1
    -5%	2%	-10%	3%	-1%	1%	u	-6%
> CS/C(N)=C(C#N)/C(C#N)=C(\N)SC
    i	5%	u	-10%	u	x	x	-19%
> Cc1ccc(C(=O)NC(O)C(Cl)(Cl)Cl)cc1 (configuration not stated)
    -8%	2%	-4%	-4%	-11%	4%	-2%	1%
> O=C(CCCC1=NS(=O)(=O)c2ccccc2N1)N1CCC2(CC1)OCCO2
    -9%	-2%	-2%	4%	-1%	8%	1%	-2%
> CCOC(=O)Cc1csc(NC(=O)c2c(O)c3ccccc3n(CCC(C)C)c2=O)n1
    i	4%	-13%	9%	-2%	4%	4%	-3%
> CCOc1ccccc1NC(=O)Cn1c(=O)oc2ccccc21
    i	-4%[53 µM]	7%&-6%	-15%	5%&-9%	57%[activator]	-4%	1%[53 µM]
> CCN(CC(=O)Nc1ccc(C#N)c(Cl)c1)CC(=O)NC(C)(C)C
    -7%	-8%	-7%	-14%	-12%	x	-7%	-4%
> COc1ccccc1C1=NOC(COC(=O)c2ccc([N+](=O)[O-])cc2)C1 (configuration not stated)
    -1%	-7%	u	10%	-1%	-25%	5%	-3%
> O=C1NC(=O)N(CC2CCCO2)C(=O)/C1=C/c1cccs1 (configuration not stated)
    3%	-2%	-16%	8%	3%	-29%	-26%	2%
> Cc1c(Cl)ccc2sc(N3CCN(C(=O)CCS(=O)(=O)c4ccc(F)cc4)CC3)nc12
    x	4%	u	x	-9%	x	x	-1%
> Cc1nn(C)c(C)c1P(=S)(c1c(C)nn(C)c1C)N(C)C
    -1%	4%	-4%	3%	-1%	-10%	2%	-1%
> O=C(O)Cc1cccnc1C(=O)O
    -15%	-4%&5%	u	3%&6%	-10%&-11%	x	1.6µM*	-4%&-2%
> O=C(CCC1N=C2c3ccccc3N=C(SCc3cccc(Cl)c3)N2C1=O)N1CCN(c2ccccc2)CC1 (configuration not stated)
    x	-4%	u	x	-3%	x	x	1%
> CSc1ncc(/C=C2/C(=O)NC(=O)N(c3ccc(Cl)cc3)C2=O)cn1
    -17%	-3%	u	-2%	u	x	u	1%
> OC(CNCCc1c[nH]c2ccccc12)C(F)(F)F (configuration not stated)
    i	0%	-1%	9%	6%	2%	-3%	1%
> Oc1ccc(Cl)cc1Cl
    -13%	-5%[201 µM]	x	-2%	x	x	x	1%[201 µM]
> COc1cccc(NC(=O)C2CCN(S(=O)(=O)c3cc(-c4noc(C)n4)ccc3C)CC2)c1
    x	2%	11%	x	u	x	x	1%
> CCC(=NCCCn1ccnc1)c1c(O)n(-c2ccc(OC)cc2)c(=O)[nH]c1=O
    -12%	0%	-7%	3%	2%	14%	15%	-3%
> CC(NCC#Cc1ccccc1)C(O)c1ccccc1 (configuration not stated)
    8%	5%	-2%	-6%	0%	2%	-3%	-2%
> COc1cc2c3cc1Oc1c(OC)c(OC)cc4c1C(Cc1cccc(c1)Oc1ccc(c(O)c1)CC3N(C)CC2)N(C)CC4 (configuration not stated)
    -2%	-7%	-3%	-3%	-1%	x	u	0%
> COc1ccccc1-n1c(O)c(C=NC2CC2)c(=O)[nH]c1=O
    i	2%	u	24%	-7%	x	5%	0%
> CCCC(=O)c1c(O)[nH]c(=O)[nH]c1=O
    0%	8%	-15%	-2%	6%	x	-15%	-3%
> CCN1C(=O)/C(=C/c2ccc(N(CC)CC)cc2OC)C(=O)NC1=S
    i	22%	u	76%[activator]	-15%	-1%	u	14%
> CCCN1CC(C)C(OC(C)=O)(c2ccccc2)CC1C (configuration not stated)
    i	2%	1%	-10%	-3%	5%	7%	-1%
> CC(=O)O[C@@H]1CN2CCC1CC2
    -9%	-6%	0%	7%	-11%	x	2%	-1%
> CC(=O)[C@H]1CC[C@H]2[C@@H]3CC[C@H]4C[C@H](O)CC[C@]4(C)[C@H]3C(=O)C[C@]12C
    10%	-1%&8%	-17%&-4%	5%&17%	3%&10%	-5%	1%&15%	0%&-2%
> CC(=Nc1ccc2c(c1)CCC2)c1c(O)n(C)c(=O)n(C)c1=O
    -2%	2%	0%	0%	2%	4%	-4%	1%
> Cn1c(O)c(C=NCCc2c[nH]c3ccccc23)c(=O)n(C)c1=O
    -3%	-1%	-11%	10%	7%	0%	3%	-1%
> O=c1c2ccccc2nc(-c2ccoc2)n1-c1ccccc1Cl
    -7%	4%	0%	2%	-12%	x	6%	-1%
> CC(=NCc1ccc2c(c1)OCO2)c1c(O)n(-c2ccc(C)cc2)c(=O)[nH]c1=O
    -2%	-11%	x	-17%	6%	x	0%	0%
> Cc1cc(N2CCOCC2)nc2ccc(NC(=O)CCC(=O)N3CCC4(CC3)OCCO4)cc12
    -12%	-1%	-17%	x	-8%	13%	-4%	1%
> CCCCCl
    6%	4%	x	7%	x	x	x	-2%

Given tab-delimited: entries from further up.
canonical_smiles	RECQ1 helicase	TRb-SRC2 inh	Tau ThT inhib	GoLoco inh red	Tau fibril FP	L3MBTL1 block	KDM4E inh	TexasRed fluor
CC(=O)O[C@@H]1CN2CCC1CC2	-9%	-6%	0%	7%	-11%	x	2%	-1%
CC(=O)[C@H]1CC[C@H]2[C@@H]3CC[C@H]4C[C@H](O)CC[C@]4(C)[C@H]3C(=O)C[C@]12C	10%	-1%&8%	-17%&-4%	5%&17%	3%&10%	-5%	1%&15%	0%&-2%
CC(=Nc1ccc2c(c1)CCC2)c1c(O)n(C)c(=O)n(C)c1=O	-2%	2%	0%	0%	2%	4%	-4%	1%
Cn1c(O)c(C=NCCc2c[nH]c3ccccc23)c(=O)n(C)c1=O	-3%	-1%	-11%	10%	7%	0%	3%	-1%
O=c1c2ccccc2nc(-c2ccoc2)n1-c1ccccc1Cl	-7%	4%	0%	2%	-12%	x	6%	-1%
CC(=NCc1ccc2c(c1)OCO2)c1c(O)n(-c2ccc(C)cc2)c(=O)[nH]c1=O	-2%	-11%	x	-17%	6%	x	0%	0%
